APP 5'UTR act: activates APP 5'UTR luciferase reporter; AID 1276; SH-SY5Y APP 5'UTR luciferase reporter, luminescence; zero percent = DMSO vehicle wells; actives 1% (n = 190,000); activation, % at 2 µM;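 active = activation above a set limit, based on mean plus 3 SD of controls, cut at about 140% in these data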; note: values of inactives mirror those of a sister screen read the other way
STAT1 activator: activators of IFN-gamma induced STAT1 signaling; NIH 3T3 STAT1-luciferase reporter, luminescence; 100% = IFN-gamma alone, no compound; activation (% of control), % at 5.5 µM; actives 2.6% (n = 200,000);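 active = activation above the screen-wide mean activation plus 3 SD, cut at about 130% in these data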;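 note: raw ratio to IFN-gamma control signal so 100% means no change and 0% no light; values of inactives mirror those of a sister screen read the other way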
FLuc inh counter: counter-screen for luciferase assay inhibitors: firefly luciferase inhibition; ATPLite firefly luciferase biochemical luminescence, 10 min; inhibition, % at 10 µM; actives 1.5% (n = 200,000); AID 1006;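 active = inhibition above about 50% when tested at 10 µM, limit read from the data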
Target sequence (P08659 whole entry, looked up): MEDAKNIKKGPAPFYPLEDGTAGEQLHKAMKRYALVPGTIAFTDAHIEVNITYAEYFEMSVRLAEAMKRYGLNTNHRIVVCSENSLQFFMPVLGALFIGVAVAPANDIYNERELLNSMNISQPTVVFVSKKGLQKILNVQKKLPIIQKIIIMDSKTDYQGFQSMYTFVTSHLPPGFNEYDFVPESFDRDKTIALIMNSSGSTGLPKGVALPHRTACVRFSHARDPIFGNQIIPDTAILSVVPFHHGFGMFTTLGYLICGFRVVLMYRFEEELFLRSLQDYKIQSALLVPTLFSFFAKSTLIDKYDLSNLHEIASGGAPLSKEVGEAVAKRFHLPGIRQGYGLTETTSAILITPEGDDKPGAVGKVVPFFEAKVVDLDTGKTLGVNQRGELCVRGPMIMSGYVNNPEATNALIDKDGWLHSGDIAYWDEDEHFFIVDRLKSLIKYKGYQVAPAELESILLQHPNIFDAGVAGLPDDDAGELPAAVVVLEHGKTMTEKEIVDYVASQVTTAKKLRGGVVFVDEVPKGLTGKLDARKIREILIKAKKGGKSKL
NF-kB expr up: NF-kB expression increase, human neuronal cells; NF-kB reporter expression; hits give high values; fold change at 12.5 µM; actives 1.6% (n = 190,000); in the data active = fold change above about 3.3
STAT1 blocker: inhibitors of IFN-gamma induced STAT1 signaling | NIH 3T3 STAT1-luciferase reporter, luminescence | inhibition, % at 5.5 µM | actives 0.35% (n = 200,000);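 active = inhibition above a set limit, the mean inhibition across all tested compounds plus 3 SD, cut at about 34% in these data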;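 note: 0% = IFN-gamma with DMSO and 100% = IFN-gamma with 300 µM nifuroxazide; values of inactives mirror those of a sister screen read the other way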
ROMK primary: modulators of human ROMK potassium channel; P48048; actives 2% (n = 130,000); Tet-inducible ROMK, thallium flux fluorescence; actives lie on both sides; B-score at 10 µM; AID 1918;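 active = signal ratio slope over the read window, or its plate-corrected B-score, at least 3 SD from the plate mean, either direction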;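 note: B-score of the F/F0 ratio slope over 7 to 12 s after thallium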
Target sequence (P48048 whole entry, looked up): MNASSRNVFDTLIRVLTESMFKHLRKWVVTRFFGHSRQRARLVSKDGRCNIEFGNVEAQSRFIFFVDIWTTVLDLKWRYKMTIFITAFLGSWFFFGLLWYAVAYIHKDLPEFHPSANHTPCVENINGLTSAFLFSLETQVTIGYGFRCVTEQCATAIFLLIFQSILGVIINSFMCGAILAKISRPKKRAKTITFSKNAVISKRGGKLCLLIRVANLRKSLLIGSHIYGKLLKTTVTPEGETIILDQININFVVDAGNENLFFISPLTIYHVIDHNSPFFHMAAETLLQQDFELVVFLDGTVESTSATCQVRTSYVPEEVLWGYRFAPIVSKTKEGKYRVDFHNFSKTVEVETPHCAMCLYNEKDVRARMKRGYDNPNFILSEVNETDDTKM
FLuc act counter: firefly luciferase counter-screen for stimulation assays. ATPlite luciferase biochemical, luminescence, 10 min; 0 = ATP-free wells, 1 = DMSO control. activation factor at 10 µM. 200,000 tested, under 10 active;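 active = luciferase activation factor, scaled between plate controls, of at least 2 with compound at 10 µM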
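assay system = Luciferase/luciferin detection reagent, cell-free biochemical luciferase assay | also added = ATP substrate | times = 10 min post-reagent at room temperature | measured by = luminescence from luciferase reaction | measure = luciferase activation, seen as luminescence increase over controls | benchmarks = low control with PBS replacing ATP, high control enzyme plus ATP without compound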
STAT3 act: activators of IL-6 induced STAT3 signaling | U3A cells, IL-6 STAT3-luciferase reporter, luminescence; 100% = signal with IL-6 EC80 alone | activation (% of control), % at 5.6 µM | actives 0.91% (n = 190,000);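 active = activation above the screen-wide mean of compound activation plus 3 SD, cut at about 130% in these data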;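 note: 0% = background luminescence of wells with medium and substrate only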
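Material: human U3A cells carrying STAT3-luciferase construct. Measured by: reporter luminescence signal. Timing: compound 1 h, then IL-6 6 h at 37 °C.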
STAT3 blocker: STAT3 signaling inhibition | U3A cells, IL-6 STAT3-luciferase reporter, luminescence; host cell line lacks STAT1 | inhibition, % at 5.5 µM | actives 0.89% (n = 190,000);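 active = inhibition above the mean inhibition across all screened compounds plus 3 SD, cut at about 44% in these data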;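 note: 0% = DMSO only wells and 100% = 100 µM nifuroxazide control wells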
APP transl inh: APP translation inhibition | actives 0.82% (n = 190,000) | SH-SY5Y APP 5'UTR-luciferase reporter, luminescence | inhibition, % at 2 µM;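 active = inhibition above a set limit, derived from the sample mean plus 3 SD, cut at about 45% in these data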; note: values of inactives mirror those of a sister screen read the other way
An asterisk follows results filed as active; . = no result given.

Letters: A = APP 5'UTR act; B = STAT1 activator; C = FLuc inh counter; D = NF-kB expr up; E = STAT1 blocker; F = ROMK primary; G = FLuc act counter; H = STAT3 act; I = STAT3 blocker; J = APP transl inh
O=C(Nc1nc2n(n1)C(c1ccccc1)C=C(c1ccccc1)N2)c1ccco1 (configuration not stated)
  A: 2.2	B: 99.5	C: -1.8	D: 0.44	E: 0.5	F: .	G: 1	H: 93.3	I: 11.5	J: -2.2
CN(C)CCCC(=O)c1ccc2c(c1)OCO2
  A: 2.1	B: 100.3	C: -4.4	D: 1	E: -0.3	F: -0.955	G: 1	H: 97.3	I: 7.6	J: -2.1
COc1cc(/C=C2\SC(c3ccccc3)=NC2=O)cc(Cl)c1O
  A: 8.6	B: 97.7	C: 47.5	D: 0.84	E: 2.5	F: 3.2*	G: 0.5	H: 106.8	I: -8.8	J: -8.6
CN(Cc1cnn(C)c1)Cc1nc(C(c2ccccc2)c2ccccc2)no1
  A: 3.6	B: 104.4	C: -7.9	D: 1.07	E: -7.2	F: 0.0554	G: 1.1	H: 96.8	I: 9.1	J: -3.6
CC(=O)Nc1ccc(NC(=O)CN(c2cc(Cl)ccc2Cl)S(C)(=O)=O)cc1
  A: 30.6	B: 97.2	C: 1.9	D: .	E: 3.5	F: -1.27	G: 1	H: 109.7	I: -4.7	J: -30.6
COc1ccc(NC(=S)Nc2ccc(N(C)C(C)=O)cc2)cc1
  A: 5.1	B: 97.1	C: 0.8	D: 1.43	E: 3.4	F: -0.11	G: 1	H: 79.4	I: 30.8	J: -5.1
CCO[C@H]1OC(C(=O)N2CCN(Cc3ccccc3)CC2)=C[C@@H](C2CCCCC2)[C@@H]1CCCO
  A: -3.0	B: 100.2	C: -4.6	D: 0.9	E: 1.4	F: .	G: 1	H: .	I: .	J: 3.0
CCOC(=O)C1=C(CC)OC(N)=C(C#N)C1c1ccc(OC)cc1OC (configuration not stated)
  A: -6.0	B: 98.0	C: -8.7	D: 1.01	E: 3.3	F: .	G: 1.1	H: 101.3	I: 5.0	J: 6.0
O=C(COc1ccccc1)NCC(=O)Nc1cccc(S(=O)(=O)NC2=NCCC2)c1
  A: 27.5	B: 104.7	C: -2.5	D: 1.12	E: -6.6	F: 0.565	G: 1	H: 97.5	I: 4.2	J: -27.5
O=C(CN1C2CCC1CC(NC(=O)C1CC1)C2)NCc1ccccc1 (configuration not stated)
  A: 4.6	B: 92.5	C: -6.9	D: 0.9	E: 9.4	F: .	G: 1.1	H: 100.3	I: 4.0	J: -4.6
Cc1ccc(-c2cc(C(F)F)n3ncc(C(=O)N4CCc5ccccc54)c3n2)cc1
  A: -87.4	B: 99.1	C: -5.3	D: 1.56	E: 0.0	F: -0.298	G: 1.1	H: 106.5	I: 0.1	J: 87.4*
COCCN1CCn2c(nc3cc(NC(=O)c4cccs4)ccc32)C1
  A: 34.7	B: 97.1	C: 6.6	D: 0.86	E: 3.1	F: .	G: 0.9	H: 103.0	I: 0.0	J: -34.7
COC(=O)CCn1c(C)cc(C(=O)COc2ccccc2C(N)=O)c1C
  A: -5.5	B: 75.8	C: 8.2	D: 0.75	E: 25.7	F: -5.37*	G: 0.9	H: 66.1	I: 43.0	J: 5.5
Cn1c(SCc2ccccc2F)nc2cccnc21
  A: 141.1*	B: 137.3*	C: 14.2	D: 3.36*	E: -40.9	F: .	G: 0.9	H: 103.0	I: 5.5	J: -141.1
CSc1nc(-c2ccc(Cl)cc2)nn1S(=O)(=O)c1ccccc1
  A: 5.7	B: 97.9	C: -4.2	D: 2.27	E: -7.1	F: 1.3	G: 1	H: 100.0	I: 1.4	J: -5.7
O=C(CCCn1c(=S)[nH]c2ccccc2c1=O)NC1CCCC1
  A: -2.9	B: 97.3	C: -6.0	D: 0.7	E: 2.9	F: 0.404	G: 1.1	H: 97.4	I: 5.5	J: 2.9
O=C(OCc1cccs1)c1ccccc1NS(=O)(=O)c1ccc2c(c1)OCCO2
  A: 3.4	B: 101.1	C: -5.6	D: 1.14	E: -1.2	F: -0.0329	G: 1.1	H: 106.8	I: -4.4	J: -3.4
Cc1nc(-c2cccnc2)sc1C(N)=O
  A: 7.5	B: 106.7	C: -4.8	D: 1.02	E: -7.4	F: .	G: 1	H: 98.6	I: 7.4	J: -7.5
O=C(NNC(=O)c1cccc(Br)c1)Nc1ccc(Cl)cc1
  A: 23.7	B: 103.4	C: -3.9	D: 1.01	E: -5.2	F: 0.193	G: 1	H: 104.6	I: -0.6	J: -23.7
Cc1ccc(-n2c(-c3ccc(Br)cc3)c[n+]3c2CCc2ccc4cccnc4c2-3)cc1
  A: -2.6	B: 65.2	C: -3.9	D: 1.5	E: 39.0*	F: .	G: 1	H: 42.4	I: 74.6*	J: 2.6
CCCc1cc(-c2n[nH]c(=S)n2CC)cs1
  A: -2.7	B: 102.9	C: -0.6	D: 1	E: -4.3	F: 1.65	G: 1	H: 98.7	I: 5.0	J: 2.7
Cc1nnc(SCc2cc(=O)[nH]c(=S)[nH]2)s1
  A: 15.5	B: 112.2	C: -4.3	D: 1.01	E: -13.4	F: -0.619	G: 1	H: 105.3	I: -0.2	J: -15.5
CC1=C(C(=O)NC(C)C)C2(CCC(C)CC2)OC1=O (configuration not stated)
  A: -15.2	B: 98.7	C: -9.4	D: 0.91	E: 1.5	F: .	G: 1.1	H: 107.4	I: -3.6	J: 15.2
O=C(NCCn1cc(SCc2ccccc2)c2ccccc21)c1c(F)cccc1F
  A: -13.2	B: 112.9	C: -12.2	D: 1.17	E: -14.2	F: 1.01	G: 1.1	H: 93.3	I: 7.6	J: 13.2
C[C@]12CC[C@@H]3c4ccc(O)cc4[C@@H](O)C[C@H]3[C@@H]1CC[C@@H]2O
  A: 2.4	B: 101.1	C: -5.6	D: 1.78	E: -1.3	F: .	G: 1.1	H: 103.6	I: -1.7	J: -2.4
CCOC(=O)c1c(C)[nH]c(C(=O)COC(=O)CN2C(=O)C3CCCCC3C2=O)c1C (configuration not stated)
  A: 0.6	B: 103.4	C: -2.7	D: 0.99	E: -3.7	F: -0.0684	G: 1	H: 102.9	I: 2.6	J: -0.6
COc1ccc(C2C(C#N)=C(N)OC3=C2C(=O)CCC3)cc1Cn1nc(C)c([N+](=O)[O-])c1C (configuration not stated)
  A: -1.6	B: 96.4	C: 1.6	D: 1.18	E: 4.0	F: .	G: 1	H: 107.2	I: -0.8	J: 1.6
N#Cc1c(-c2ccc(Cl)cc2Cl)nc2n(c1=O)CCS2
  A: -9.2	B: 98.8	C: -5.2	D: 0.88	E: -6.5	F: 0.558	G: 1.1	H: 104.1	I: -5.1	J: 9.3
O=C(NNc1cc(Cl)ccc1Cl)c1cccnc1Cl
  A: -22.6	B: 102.3	C: -7.9	D: 1.28	E: -2.2	F: 0.0105	G: 1.1	H: 97.8	I: 10.8	J: 22.6
O=C(CN(C(=O)Cn1nnc(-c2ccccc2F)n1)c1cccc2c1CCCC2)NCc1ccccc1
  A: 1.3	B: 101.8	C: -8.1	D: 0.72	E: -2.0	F: .	G: 1.1	H: 110.4	I: -6.6	J: -1.3
CN=c1sc2ccccc2n1CC(O)COCc1ccco1 (configuration not stated)
  A: -14.1	B: 103.5	C: -4.0	D: 1.05	E: -4.8	F: -0.86	G: 1	H: 101.3	I: -1.5	J: 14.1
CC1=C(C(=O)OCC(C)C)[C@]23C(=O)c4ccccc4[C@@]2(O1)OC(N)=C3C#N
  A: -6.0	B: 90.2	C: -1.2	D: 0.78	E: 10.6	F: -0.0168	G: 1	H: 99.4	I: 4.9	J: 6.0
c1csc(-c2nnc(-c3ccc(N4CCOCC4)cc3)o2)c1
  A: 122.3	B: 114.2	C: 70.6*	D: 3.38*	E: -15.6	F: -0.234	G: 0.3	H: 55.9	I: 58.9*	J: -122.3
Cc1cc(C)cc(NS(=O)(=O)c2ccc3[nH]cc(C(=O)N4CCc5ccccc54)c(=O)c3c2)c1
  A: 22.7	B: 105.6	C: -1.0	D: 0.69	E: -6.3	F: 0.493	G: 1	H: 131.8	I: -42.1	J: -22.7
COc1cccc(-n2nc(-c3ccnn3-c3ccc(C)cc3)c(=O)n(C)c2=O)c1
  A: -4.6	B: 97.7	C: -6.8	D: 0.94	E: 2.5	F: -0.00179	G: 1.1	H: 102.4	I: 4.1	J: 4.6
COc1cc(OC)cc(-c2nc(N)n[nH]2)c1
  A: 5.2	B: 109.5	C: 1.3	D: 1.13	E: -10.3	F: -0.0302	G: 1	H: 98.4	I: 4.7	J: -5.2
CCOC(=O)c1c(-c2ccc(C)cc2)csc1NC(=O)CCN1CCOCC1
  A: -4.0	B: 92.6	C: -0.1	D: 1.11	E: 8.5	F: -0.0352	G: 1	H: 102.6	I: -2.9	J: 4.0
COc1cccc(NC(=O)c2cc(-c3cccnc3)nc3c(Cl)cccc23)c1
  A: -1.0	B: 105.8	C: -1.3	D: 1.07	E: -6.5	F: .	G: 1	H: 118.2	I: -17.4	J: 1.0
CCN(CC#CCC(O)(c1ccccc1)C1CCCC1)C(C)C (configuration not stated)
  A: 5.1	B: 102.7	C: -1.4	D: 1.04	E: -2.9	F: .	G: 1	H: 101.6	I: 2.1	J: -5.1
COC(=O)c1c(NC(=O)COC(=O)c2ccc(C)s2)sc2c1CCCCC2
  A: -5.7	B: 97.6	C: -1.9	D: 1	E: 2.7	F: .	G: 1	H: 103.9	I: -3.8	J: 5.7
CC(=O)Nc1ccc(S(=O)(=O)NCc2ccc(C(=O)NC(C)c3ccccc3)cc2)cc1 (configuration not stated)
  A: 1.5	B: 99.8	C: -0.3	D: 0.93	E: 0.2	F: .	G: 1	H: 106.1	I: -5.8	J: -1.5
N/C(COc1ccccc1)=N\NS(=O)(=O)c1ccccc1
  A: -4.2	B: 98.8	C: -3.7	D: 1.24	E: 1.3	F: .	G: 1	H: 104.9	I: -3.2	J: 4.3
CCOC(=O)C1=C(C)NC(=O)C1CC(=O)Nc1ccccc1 (configuration not stated)
  A: -8.0	B: 107.5	C: 0.4	D: 0.95	E: -8.1	F: -0.695	G: 1	H: 98.9	I: 5.1	J: 8.0

By substructure, the entries above containing two or more sulfur atoms
Letters: A = APP 5'UTR act; B = STAT1 activator; C = FLuc inh counter; D = NF-kB expr up; E = STAT1 blocker; F = ROMK primary; G = FLuc act counter; H = STAT3 act; I = STAT3 blocker; J = APP transl inh
CSc1nc(-c2ccc(Cl)cc2)nn1S(=O)(=O)c1ccccc1
  A: 5.7	B: 97.9	C: -4.2	D: 2.27	E: -7.1	F: 1.3	G: 1	H: 100.0	I: 1.4	J: -5.7
O=C(OCc1cccs1)c1ccccc1NS(=O)(=O)c1ccc2c(c1)OCCO2
  A: 3.4	B: 101.1	C: -5.6	D: 1.14	E: -1.2	F: -0.0329	G: 1.1	H: 106.8	I: -4.4	J: -3.4
CCCc1cc(-c2n[nH]c(=S)n2CC)cs1
  A: -2.7	B: 102.9	C: -0.6	D: 1	E: -4.3	F: 1.65	G: 1	H: 98.7	I: 5.0	J: 2.7
Cc1nnc(SCc2cc(=O)[nH]c(=S)[nH]2)s1
  A: 15.5	B: 112.2	C: -4.3	D: 1.01	E: -13.4	F: -0.619	G: 1	H: 105.3	I: -0.2	J: -15.5
COC(=O)c1c(NC(=O)COC(=O)c2ccc(C)s2)sc2c1CCCCC2
  A: -5.7	B: 97.6	C: -1.9	D: 1	E: 2.7	F: .	G: 1	H: 103.9	I: -3.8	J: 5.7

Screening data from PubChem BioAssay.
